# ALOX12 inhib = qHTS Assay for Inhibitors of 12-hLO (12-human lipoxygenase); Polyunsaturated fatty acid lipoxygenase ALOX12 (Homo sapiens), P18054; purified 12-hLO, xylenol orange hydroperoxide absorbance; Potency, µM (doses to about 57.1 µM), without a hit: at the top dose activity change, negative = inhibition, hits mostly inhibitors; hit rate 0.12% among 150,000; further: potency means the concentration at half of the fitted maximal effect; nearly all actives have a fitted effect of over 55% in size; many of its hits are not listed in these tables
# Target sequence (P18054 whole entry, looked up): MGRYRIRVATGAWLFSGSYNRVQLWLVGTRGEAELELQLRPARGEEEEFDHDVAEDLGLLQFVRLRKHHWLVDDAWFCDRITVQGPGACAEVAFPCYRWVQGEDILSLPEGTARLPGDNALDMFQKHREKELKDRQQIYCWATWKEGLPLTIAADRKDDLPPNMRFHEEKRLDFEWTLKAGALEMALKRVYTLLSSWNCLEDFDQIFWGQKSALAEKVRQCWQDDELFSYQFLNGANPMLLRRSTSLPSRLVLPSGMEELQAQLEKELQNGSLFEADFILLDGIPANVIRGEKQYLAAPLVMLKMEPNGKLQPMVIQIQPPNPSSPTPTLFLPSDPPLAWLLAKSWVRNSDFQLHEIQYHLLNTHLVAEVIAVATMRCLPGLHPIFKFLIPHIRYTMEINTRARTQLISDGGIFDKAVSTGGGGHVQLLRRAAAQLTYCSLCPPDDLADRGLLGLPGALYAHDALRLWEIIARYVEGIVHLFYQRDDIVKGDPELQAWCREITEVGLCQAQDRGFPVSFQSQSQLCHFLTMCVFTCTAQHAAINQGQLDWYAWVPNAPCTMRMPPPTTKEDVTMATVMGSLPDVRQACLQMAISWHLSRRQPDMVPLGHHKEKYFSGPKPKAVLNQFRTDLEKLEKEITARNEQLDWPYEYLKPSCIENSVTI
#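 Xylenol orange chromogenic assay: hydroperoxide from 12hLO oxidises Fe(II), giving red-shifted Fe(III)-XO absorbance. Conditions: 150 nM enzyme, 40 uM arachidonic acid, 25 mM Hepes pH 7.0, 0.01% Triton X-100, 30 min, room temperature.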
# IMPase cell inh = qHTS Assay for Identifying the Cell-Membrane Permeable IMPase Inhibitors; 120,000 tested, under 10 active; Inositol monophosphatase 1 (Rattus norvegicus), P97697; inhibition (IP1 accumulation), % at 46.1 µM; CHO-M1 cells, IP1 accumulation, HTRF TR-FRET ratio; active means well fitted curve in the direction sought with a large enough effect in the signal ratio, not every such curve was filed as active; inconclusive means small, poorly fitted or top-dose-only effect, or a change in a side signal; inactive means no such curve, though single readings can be large or run the other way; the % refers to the signal ratio;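 further: cells stimulated with carbachol in lithium chloride buffer; plate controls were DMSO basal wells for no effect and reference inhibitor wells for full effect; higher means more IMPase inhibition seen as more IP1 and lower FRET ratio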
# Target sequence (P97697 whole entry, looked up): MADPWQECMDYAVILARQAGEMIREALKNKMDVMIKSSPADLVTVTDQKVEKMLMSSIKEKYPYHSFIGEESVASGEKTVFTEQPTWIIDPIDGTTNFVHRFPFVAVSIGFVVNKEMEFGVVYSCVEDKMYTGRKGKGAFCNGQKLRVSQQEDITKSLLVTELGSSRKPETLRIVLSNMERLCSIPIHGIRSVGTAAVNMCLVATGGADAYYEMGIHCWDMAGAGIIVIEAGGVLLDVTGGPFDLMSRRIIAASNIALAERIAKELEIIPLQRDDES
#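 The IP-One HTRF competitive assay in carbachol-stimulated CHO-M1 cells quantifies cellular IP1. Compounds spanned up to 46 uM final, and activity is expressed as AC50 from concentration-response fits of the ratio and donor data.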
# ALOX15B inhib = qHTS Assay for Inhibitors of 15-hLO-2 (15-human lipoxygenase 2); Polyunsaturated fatty acid lipoxygenase ALOX15B (Homo sapiens), O15296; purified 15hLO-2, xylenol orange hydroperoxide absorbance; Potency, µM (doses to about 57.1 µM), for the others: top-dose activity change, negative = inhibition, actives largely listed as inhibitors; hit rate 0.56% among 110,000; AID 881, 2007; further: potency means the concentration at half of the fitted maximal effect; nearly all actives have a fitted effect of over 60% in size; many of its hits are not listed in these tables
#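 Enzyme 50 nM, AA 45 uM, 25 mM Hepes pH 7.5 + 0.01% Triton X-100; cpd preinc 15 min RT, rxn 90 min RT; stop/detect with 200 uM XO + 300 uM Fe(II) in 50 mM H2SO4, 30 min; A573/A405.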
# PNC inhibitor = High Content Assay for Compounds that inhibit the Assembly of the Perinucleolar Compartment; PC3M PTB-GFP, PNC prevalence imaging, 16 h; active compounds read low; activity change (PNC), negative = inhibition, % at 10 µM; hit rate 3.1% among 140,000; AID 2417, 2010;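 active means readout at or below -70, meaning at least 70% loss of cells showing the perinucleolar compartment, a nuclear body marking cancer cells; inconclusive means readout between -30 and a set limit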;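 further: plate controls were DMSO wells for no effect and camptothecin positive control wells for full effect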
#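 PC3M cells stably expressing PTB-GFP, 750–1000 cells/well, treated 16 h at 37 °C with compound (23 nl of library stock), in duplicate. After paraformaldehyde fixation and Hoechst stain, imaged at 20x; PNC prevalence scored by image analysis.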
# The depositor's hits bear a star; ? = inconclusive; . = not tested or not shown; & = joins results of further samples; [ ] = another dose, or the depositor's remark. Unless noted, the call rests on the fitted dose curve; in most records, active means well fitted curve in the direction sought with a large enough effect; inconclusive means small, poorly fitted or top-dose-only effect, or another doubt; inactive means no such curve, though single readings can be large; an effect the other way counts as inactive or inconclusive. Unless noted, on the % scale 0 is the no-effect control and ±100 the full control effect. The list is partial; rates above refer to the full screens.
ALOX12 inhib,IMPase cell inh,molecule,ALOX15B inhib,PNC inhibitor
3%,3,O=C(c1cccc(-c2nnc(-c3ccccc3)o2)c1)N1CCCCC1,6%[2.29 µM],?
-5%,.,Cc1c(OCc2ccccc2)cccc1OCc1ccccc1,.,58
2%,.,O=c1c(-c2ccc(F)c(F)c2)nc2cncnc2n1Cc1ccccc1Cl,4%,.
-2%,4,CCNC(=O)C1CC(=O)N(Cc2ccc3c(c2)OCO3)C(=Nc2ccc(OCC)cc2)S1 (stereo not given),0%,24
-9%,12,O=C(Nc1ccc(Cl)cc1C(F)(F)F)C(Sc1nnc(-c2cccs2)o1)c1ccccc1 (stereo not given),.,27
-1%,-1,CCCN(CC(=O)Nc1ccc(Cl)cc1Cl)C(=O)/C=C/c1cccc([N+](=O)[O-])c1,.,5
4%,6,Cc1cc(NCCCN2CCOCC2)n2c(nc3ccccc32)c1C#N,6%,?
4%,-11,COCCCNC(=O)C1CCN(c2nc(C)cc(C)n2)CC1,-12%,-12
2%,17,O=C(CN1CCN(C(=O)c2cccs2)CC1)Nc1ccc(Br)cc1,-2%,?
-2%,.,Cc1cc(C)c(NC(=O)COC(=O)/C=C/c2cccs2)c(C)c1,.,-14
0%,9,COc1ccc(C(=O)/C=C/c2ccc(N3CCCCC3)c([N+](=O)[O-])c2)c(OC)c1,.,-27
0%,-2,CCOc1ccc2ccccc2c1C(=O)N1CCN(c2ccccc2)CC1,0%,-7
-4%,7,Cc1ccc(S(=O)(=O)N(Cc2ccccc2)Cc2ccco2)cc1,-5%,?
0%,5,O=C(NCCN1CCN(c2ccccc2)CC1)C1CCN(S(=O)(=O)c2cccc3nonc23)CC1,11%,41
5%,-6,CC(=O)N(Cc1ccccc1)c1ccc(C(=O)O)cc1,-5%,-85*
2%,11,CCOC(=O)c1nnc(-c2ccccc2)nc1Sc1ccccc1Cl,-3%,3
3%,-2,Cc1ccc(NC(=O)c2snc3ccc(Cl)cc23)cc1C,.,?
-1%,.,CCOc1ncccc1C(=O)NCc1cccc(OC)c1,.,-3
2%,.,Cc1ccc(NC(=O)C(=O)N2CCCC2)cc1Cl,.,39
-13%,-24,COC(=O)c1ccc(C2/C(=C(\O)c3ccc(OC)c(C)c3)C(=O)C(=O)N2c2cc(C)on2)cc1 (stereo not given),-8%,?
-9%,-1,Cc1cccc2c1-c1sc(C(=O)Nc3nccs3)cc1CO2,0%,20
-2%,5,Cc1cc(C)c(C(=O)CSc2nnc(-c3ccccc3Br)o2)cc1C,4%[2.29 µM],?
-2%,-1,CC(c1ccco1)N(C(=O)C12CC3CC(CC(C3)C1)C2)c1ccccn1 (stereo not given),0%,?
2%,-4,CN(C)CCN1C(=O)C(=O)/C(=C(/O)c2ccc(F)cc2)C1c1ccccc1F (stereo not given),-5%,?
-2%,5,COC(=O)c1c(NC(=O)COC(=O)[C@@H](NS(=O)(=O)c2ccccc2)C(C)C)sc2c1CCC2,.,10
0%,7,Cc1ccc(CN2C(=O)CCC2C(=O)NCc2ccc3c(c2)OCO3)cc1 (stereo not given),-2%,18
2%,-2,COc1ccc(CC(=O)Nc2ccc(-c3csc(C)n3)cc2)cc1,-2%,40
0%,21&4,Cc1ccc(NC(=O)CSc2nc(=O)cc(N)n2-c2ccccc2)cc1,1%,0
-2%,6,CC(=O)NS(=O)(=O)c1ccc(NC(=O)NC2CCCCC2)cc1,12%,52
?,.,Cc1ccc(C(=O)NC(=S)Nc2cccc(NC(=O)c3ccccc3)c2)cc1[N+](=O)[O-],.,-93*

# Whole records as entered above.
# Cc1cc(C)c(NC(=O)COC(=O)/C=C/c2cccs2)c(C)c1 reads ALOX12 inhib = -2%; IMPase cell inh = .; ALOX15B inhib = .; PNC inhibitor = -14
# COC(=O)c1ccc(C2/C(=C(\O)c3ccc(OC)c(C)c3)C(=O)C(=O)N2c2cc(C)on2)cc1 (stereo not given) reads ALOX12 inhib = -13%; IMPase cell inh = -24; ALOX15B inhib = -8%; PNC inhibitor = ?
# CCOC(=O)c1nnc(-c2ccccc2)nc1Sc1ccccc1Cl reads ALOX12 inhib = 2%; IMPase cell inh = 11; ALOX15B inhib = -3%; PNC inhibitor = 3

# Part of the list above, with tabs.
molecule	ALOX12 inhib	IMPase cell inh	ALOX15B inhib	PNC inhibitor
O=C(CN1CCN(C(=O)c2cccs2)CC1)Nc1ccc(Br)cc1	2%	17	-2%	?
Cc1cc(C)c(NC(=O)COC(=O)/C=C/c2cccs2)c(C)c1	-2%	.	.	-14
COc1ccc(C(=O)/C=C/c2ccc(N3CCCCC3)c([N+](=O)[O-])c2)c(OC)c1	0%	9	.	-27

# More structures follow.
ALOX12 inhib,IMPase cell inh,molecule,ALOX15B inhib,PNC inhibitor
0%,3,COc1cccc2c(=O)n(CC(=O)N3CCN(c4ccccc4)CC3)ccc12,.,-3
3%,.,C=CCN1C(=O)C(CC(=O)NCC)SC1=Nc1ccc(S(N)(=O)=O)cc1 (stereo not given),.,5
-2%,-3,Cn1cnc(S(=O)(=O)Nc2ccc(C(F)(F)F)cc2)c1,8%[2.29 µM],?
-1%,0,O=C(CN1CCCCCC1)N/N=C/c1cccs1,-4%,22
3%,1,CCNc1nc(Oc2ccccc2)nc(OC(C)C(=O)OCC)n1 (stereo not given),.,47
-4%,-7,CCN(CC)C(=O)C(=O)c1c(-c2ccccc2)[nH]c2ccccc12,.,?
0%,4,O=C(COC(=O)c1ccc(Br)o1)Nc1ccc(S(=O)(=O)N2CCCC2)cc1,2%,-80*
-6%,.,COC(=O)[C@H]1C[C@H]2CC[C@H](O)C[C@H]2N1Cc1c(F)cccc1Cl,-15%,.
-2%,9,Cc1nn(Cc2cccc(C(=O)NC(C)c3ccc(C(C)(C)C)cc3)c2)c(C)c1[N+](=O)[O-] (stereo not given),6%,?
4%,9,CCN1CCc2c(sc(NC(=O)c3ccc(S(=O)(=O)N4CCOCC4)cc3)c2C(N)=O)C1,0%,27
-4%,.,Cc1ccc2nc(NC(=O)CSc3nncc(=O)n3N)sc2c1,.,70
-1%,10,COC(=O)Nc1cc(C(F)(F)F)ccc1N1CCN(c2ccccc2)CC1,-3%,13
2%,5,C/C(=N/OC(=O)c1cccc(Cl)c1)c1nccs1,11%,103
7%,7,O=C1CC(c2ccccc2)CC(O)=C1C=NCc1ccccc1 (stereo not given),-6%,60
-2%[25.6 µM],-1[20.6 µM],C[C@@H]1C[C@@H]2[C@H]3CCC4=CC(=O)C=C[C@]4(C)[C@]3(F)[C@@H](O)C[C@]2(C)[C@@]1(O)C(=O)CO,-1%[25.6 µM],.
-8%,-3,CCN(CC)S(=O)(=O)c1cccc(-c2nnc(SCCOc3ccc(Cl)cc3)o2)c1,-2%,22
1%,-6,O=C(O)CCC(=O)Nc1ccccc1N1CCOCC1,-3%,8
4%,3,CCOc1ccc(N2C(=O)CC(SC(=NC)Nc3ccc(F)cc3)C2=O)cc1 (stereo not given),.,-100*
-3%,7,Cc1ccccc1C(=O)N1CCN(c2ccc(NC(=O)c3ccco3)cc2Cl)CC1,9%[2.29 µM],?
0%,.,Cc1cc(C(=O)CN2C(=O)NC3(CCCc4sccc43)C2=O)c(C)n1-c1ccccc1 (stereo not given),.,-3
1%,5,C=CCNC(=O)NC(=O)COC(=O)CCCSc1nc2ccccc2[nH]1,-2%,83
2%,.,CCNc1ncc2nc(-c3ccc(OC)cc3)c(=O)n(-c3ccc(OC)cc3)c2n1,-3%,.
-7%,.,Cc1cccc(OCCOc2ccccc2C=C(C#N)C#N)c1,.,32
-17%,11,CCOc1ccc2[nH]c(=O)c(C(c3nnnn3Cc3ccco3)N3CCCC(C)C3)cc2c1 (stereo not given),?,12
-1%,.,CC(=O)Oc1ccccc1C(=O)Nc1ncc([N+](=O)[O-])s1,-6%,.
0%,2,CCOC(=O)c1c(Nc2ccc(Cl)cc2)sc(/C=C2\C=Nc3ccccc32)c1O,-8%,-26
5%,.,Cc1cc(C)c[n+](CC(=O)c2ccc(-c3ccccc3)cc2)c1,.,?
1%,-3,Cn1nc(C(=O)NCc2cccnc2)c2ccccc2c1=O,2%,-17
0%,10,O=C(c1ccco1)N1CCN(C(=O)C2CC(c3ccc(Cl)c(Cl)c3)=NO2)CC1 (stereo not given),-4%,25
-1%,?,CCN(CC)C(=O)c1ccc2c(c1[N+](=O)[O-])C(=O)c1ccccc1C2=O,.,-82*
-10%,5,CCN1CC=C2C(C#N)=C(N)C(C#N)(C#N)[C@H](c3ccoc3)[C@H]2C1,30%[activator],35
-10%,1,COc1cccc(OC)c1C(=O)Nc1ccc(N2CCCCC2)cc1,4%,?
5%,2,CC(=O)Nc1ccc(Nc2ncnc3c2cnn3-c2ccc(C)cc2C)cc1,12%,-17
-9%,-5,COc1nc(-c2ccc(C)cc2)ccc1-c1noc(-c2cccnc2)n1,-1%,14
-1%,5,CNC(=O)N(C1=NCCCCC1)c1ccc(Br)cc1,.,?
-4%,11,O=C(NC1CCCC1)C(c1ccccc1F)N(C(=O)c1ccco1)C1CCCC1 (stereo not given),2%,?
0%,3,COC(=O)c1ccc(NC(=O)CSc2nnc(C(C)NC(=O)c3ccccc3Cl)n2C)cc1 (stereo not given),4%,35
-1%,3,C=CCn1c(NC)cc(=O)n(C)c1=O,11%,79
1%[0.00818 µM],.,O=c1cc(-c2cccc(F)c2)[nH]c2ccc(Cl)cc12,13%[0.0915 µM],.
-1%,8,Cc1cc(C(F)(F)F)c(C#N)c(SCC(=O)NC(C)(C)C)n1,-1%,-4
2%,-1,NC(=O)c1ccsc1NC(=O)CSc1nc2ccccc2c(=O)n1CCCO,-1%,-17
0%,0,O=S(=O)(c1ccc(Oc2ccc(S(=O)(=O)N3CCOCC3)cc2)cc1)N1CCOCC1,-2%,-8
-15%,19,CC(=O)Nc1ccc(CN2CCCCCCC2)cc1,-1%,-8
-2%,5,O=C(CSc1nc2[nH]ncc2c(=O)[nH]1)N1CCCC1,.,?
0%,-10,COC(=O)c1c2c(nc3ccccc13)CCC2,0%,?
8%,8,O=C(c1ccccc1Cl)N1N=C(c2ccc(Br)cc2)CC1c1nc2ccccc2[nH]1 (stereo not given),38%[activator],35
-7%,-3,CCCCCOC(=O)Cn1c(N2CCOCC2)nc2c1c(=O)[nH]c(=O)n2C,-2%,11
2%,3,O=C(c1cccs1)n1nc(-c2ccco2)nc1SCc1ccccc1,8%,20
3%,4,CCOC(=O)c1sc(=NC(=O)c2cc(OC)c(OC)c(OC)c2)n(C)c1C,-5%,48
-4%,.,C/C(=N\NC(=O)c1nn(C)cc1Cl)c1ccncc1,.,-20
0%,?,CCn1c(CSc2nnc(-c3ccoc3C)n2C)nc2cc(S(=O)(=O)N(C)C)ccc21,-8%,17
-5%,-8,COCC(=O)Nc1nc(-c2ccccc2)ns1,.,76
5%,6,C=CCNc1nc(-c2ccccn2)nnc1-c1ccccc1,25%,71

# In the list so far, these contain a COOH group:
ALOX12 inhib,IMPase cell inh,molecule,ALOX15B inhib,PNC inhibitor
5%,-6,CC(=O)N(Cc1ccccc1)c1ccc(C(=O)O)cc1,-5%,-85*
1%,-6,O=C(O)CCC(=O)Nc1ccccc1N1CCOCC1,-3%,8

# Screening data deposited in PubChem BioAssay by National Center for Advancing Translational Sciences (NCATS).
